# Source: PubChem BioAssay (National Center for Advancing Translational Sciences (NCATS))
# Glioma ERSR ind = qHTS for Inducers of the Endoplasmic Reticulum Stress Response (ERSR) in Human Glioma: qHTS; Potency, µM, for inactives: top-dose activation, most hits filed as activators; 420,000 compounds, 0.02% hits; AID 602332, 2012; U87-MG GRP78 promoter luciferase reporter, 16 h; further: potency means the concentration at half of the fitted maximal effect; series mostly up to about 76 µM; % of control where 0% means no effect; nearly all actives have a fitted effect of over 35% in size
#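 ERSR induction read as luciferase luminescence (Bright-Glo, 10 min at room temperature) in stably transfected human U87-MG glioma cells exposed to compounds for 16 h, using GRP78 as sensor.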
# APE1 inh = qHTS Assay for Inhibitors of the Human Apurinic/apyrimidinic Endonuclease 1 (APE1); recombinant APE1, TAMRA/BHQ-2 abasic DNA cleavage fluorescence; Potency, µM (highest dose often 65.8 µM), for inactives: top-dose activity change, negative = inhibition, usual class: inhibitors; 350,000 compounds, 0.35% hits;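 further: potency means the concentration at half of the fitted maximal effect; plate controls were vehicle for no effect and reference inhibitor for full effect; nearly all actives have a fitted effect of over 55% in size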
# Target sequence (P27695 whole entry, looked up): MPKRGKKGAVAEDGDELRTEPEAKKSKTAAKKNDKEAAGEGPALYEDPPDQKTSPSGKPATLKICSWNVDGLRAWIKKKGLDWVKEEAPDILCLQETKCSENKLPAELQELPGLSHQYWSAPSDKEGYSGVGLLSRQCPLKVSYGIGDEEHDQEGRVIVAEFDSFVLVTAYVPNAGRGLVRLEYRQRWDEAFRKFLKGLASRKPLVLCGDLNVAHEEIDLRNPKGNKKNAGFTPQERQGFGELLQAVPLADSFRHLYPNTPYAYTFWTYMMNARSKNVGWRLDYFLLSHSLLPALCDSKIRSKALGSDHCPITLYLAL
#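 Kinetic fluorescence read (525 ex/598 em nm, three reads 60 s apart) of AP-site incision; signal = third minus first read. Enzyme 0.75 nM, dual-labelled THF duplex 50 nM, compound preincubation 15 min RT.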
# Apoferritin bind = qHTS Assay for Identification of Novel General Anesthetics. apoferritin/1-aminoanthracene competitive binding, fluorescence. Potency, µM (top dose mostly 77.5 µM), for the others: at the highest dose activity change, negative = displacement, usual class: inhibitors. Ferritin light chain (Equus caballus), P02791. 350,000 compounds, 0.074% hits; further: potency means the concentration at half of the fitted maximal effect; on the % scale 0 is the no-effect control and ±100 the full control effect; nearly all actives have a fitted effect of over 20% in size
#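 Concentration-response curves derived by four-parameter Hill fitting of normalized fluorescence, where compounds displaced 1-AMA from 10 uM horse apoferritin following a brief 10 min room-temperature incubation; propofol titration acted as positive control.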
# LDHA block = qHTS assay for inhibitors of human lactate dehydrogenase. L-lactate dehydrogenase A chain (Homo sapiens), P00338. AID 1347041, 2019. 480,000 compounds, 0.15% hits. activity change, % (values are at about 110 or 230 µM). purified LDHA, NADH/diaphorase-resazurin fluorescence; stronger effect = lower value; in the data active means activity change below about -30%; inconclusive means mostly about -25% to -30%;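 further: plate controls were DMSO wells for no effect and wells without enzyme for full effect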
#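 Human LDH5 (2 nM) was incubated with 0.06 mM NADH and 0.2 mM pyruvate for 5 min at room temperature in Tris pH 7.4. Remaining NADH was coupled through diaphorase/resazurin, and resorufin fluorescence was read at 0 and 20 min.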
# Pol iota inh = qHTS for Inhibitors of Polymerase Iota; DNA polymerase iota (Homo sapiens), Q9UNA4; 390,000 compounds, 1% hits; Potency, µM (doses to about 115 µM), for the others: top-dose activity, negative = inhibition, usual class: inhibitors; Pol iota fluorescent replication assay, 10 min; further: potency means the concentration at half of the fitted maximal effect
# Target sequence (Q9UNA4 whole entry, looked up): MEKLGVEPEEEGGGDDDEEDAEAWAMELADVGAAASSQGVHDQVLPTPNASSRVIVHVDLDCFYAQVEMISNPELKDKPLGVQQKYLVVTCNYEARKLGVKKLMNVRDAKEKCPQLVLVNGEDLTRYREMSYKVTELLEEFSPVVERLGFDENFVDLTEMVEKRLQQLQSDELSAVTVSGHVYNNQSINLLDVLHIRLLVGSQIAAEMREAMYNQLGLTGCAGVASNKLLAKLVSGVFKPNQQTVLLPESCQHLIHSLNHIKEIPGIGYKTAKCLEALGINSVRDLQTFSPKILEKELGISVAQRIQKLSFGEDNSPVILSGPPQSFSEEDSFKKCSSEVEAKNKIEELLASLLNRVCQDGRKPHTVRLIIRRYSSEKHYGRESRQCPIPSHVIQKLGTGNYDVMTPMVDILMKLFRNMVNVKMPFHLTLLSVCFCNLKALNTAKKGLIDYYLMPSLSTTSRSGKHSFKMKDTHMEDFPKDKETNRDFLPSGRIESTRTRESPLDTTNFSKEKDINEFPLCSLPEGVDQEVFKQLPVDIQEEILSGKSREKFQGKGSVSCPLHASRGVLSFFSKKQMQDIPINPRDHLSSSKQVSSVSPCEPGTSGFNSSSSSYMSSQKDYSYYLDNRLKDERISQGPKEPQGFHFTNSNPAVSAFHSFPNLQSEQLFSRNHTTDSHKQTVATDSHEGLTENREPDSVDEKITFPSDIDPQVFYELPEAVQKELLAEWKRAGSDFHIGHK
#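 Fluorescent replication assay read twice, at 0 min and 10 min after adding 50 nM (final) substrate. Enzyme (10 nM) and compounds were first incubated 15 min at room temperature; enzyme-free buffer wells were negative controls.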
# Pol kappa inh = qHTS for Inhibitors of Polymerase Kappa; DNA polymerase kappa (Homo sapiens), Q9UBT6; purified Pol kappa, fluorescent DNA synthesis assay, 10 min; Potency, µM (highest dose often 107 µM), inactives show top-dose activity, negative = inhibition, hits mostly inhibitors; 400,000 compounds, 0.53% hits; AID 588579, 2011; further: potency means the concentration at half of the fitted maximal effect; on the % scale 0 is the no-effect control and ±100 the full control effect
#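 Inhibition of 10 nM Pol kappa is measured by a fluorescent read-out at 0 and 10 min following addition of 50 nM substrate (final), with a 15-min room-temperature compound preincubation.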
# Pol beta inh = qHTS Assay for Inhibitors of DNA Polymerase Beta | P06746 | Pol beta primer extension/strand displacement, fluorescence kinetic | Potency, µM (highest dose often 114 µM), for the others: at the top dose activity change, negative = inhibition, actives largely listed as inhibitors | 340,000 compounds, 1.3% hits | AID 485314, 2010; further: potency means the concentration at half of the fitted maximal effect; on the % scale 0 is the no-effect control and ±100 the full control effect
#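 Reaction started by 50 nM substrate onto compound-treated Pol beta (10 nM, 15 min preincubation, room temperature); plates read at 0 min and 10 min. Normalized concentration-effect data fitted by four-parameter Hill equation.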
# BLM helicase inh = qHTS Assay for Inhibitors of Bloom's syndrome helicase (BLM) | Potency, µM (series often up to 56.1 µM), for the others: top-dose activity change, negative = inhibition, hits mostly inhibitors | AID 2528, 2010 | 350,000 compounds, 0.2% hits | recombinant BLM DNA unwinding, fluorescence dequenching;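 further: potency means the concentration at half of the fitted maximal effect; plate controls were vehicle for no effect and no enzyme for full effect; nearly all actives have a fitted effect of over 35% in size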
# POLH inh = qHTS for Inhibitors of Polymerase Eta | Potency, µM (highest dose often 114 µM), for the others: at the highest dose activity change, negative = inhibition, actives largely listed as inhibitors | AID 588591, 2011 | 390,000 compounds, 1.2% hits | DNA polymerase eta (Homo sapiens), Q9Y253 | recombinant Pol eta, fluorescent DNA replication assay; further: potency means the concentration at half of the fitted maximal effect; on the % scale 0 is the no-effect control and ±100 the full control effect
#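 Pol eta (10 nM) was preincubated with compounds for 15 min at room temperature, after which fluorescent replication substrate (50 nM final) was added to start the reaction. Fluorescence was read kinetically at 0 and 10 min.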
# Starred values were filed as active, the others as inactive; ? = inconclusive; . = no result given; & = joins results of further samples; [ ] = dose if it differs, or a comment. Unless noted, the call rests on the fitted dose curve; in most records, active means well fitted curve in the direction sought with a large enough effect; inconclusive means small, poorly fitted or top-dose-only effect, or another doubt; inactive means no such curve, though single readings can be large; an effect the other way counts as inactive or inconclusive.
SMILES,Glioma ERSR ind,APE1 inh,Apoferritin bind,LDHA block,Pol iota inh,Pol kappa inh,Pol beta inh,BLM helicase inh,POLH inh
CN(C)C(=O)COc1ccc(Oc2ccccc2)cc1,1%,1%,-5%,-5,-16%,5%,-4%,-6%,-16%
Cc1ccc(NC(=O)CSc2nnc(NC(=O)NC3CCCCC3)s2)cc1,-1%,.,-3%,-16,0%,-5%[60.1 µM],63%,0%,-4%
O=CN(c1ccccc1)c1ccc2ccccc2c1,9%,-4%,-15%,2,74%[activator],-5%,2%,-1%,?
CCOc1ccccc1CN1CCNC(=O)C1CC(=O)N(C)CCC1CCOCC1 (stereo not given),1%,10%,-5%,0,20%,-1%,41%,-1%,-12%
O=C1C=C(c2ccc(F)cc2OCc2ccccc2)C[C@@H](c2ccc3c(c2)OCO3)C1,5%,1%,.,-6,-2%,0%,.,.,2%
Cc1ccc(S(=O)(=O)NC(=O)COc2ccccc2C(N)=O)cc1,-4%,4%,30%[activator],-4,69%[activator],0%,-20%,0%,-12%
COc1ccc(-n2c(=O)c(-c3ccccc3)nc3cnc(N4CCOCC4)nc32)cc1,-2%,-1%,.,.,.,-1%[60.1 µM],.,0%,.
COCCCNC(=O)c1ccc2nc(Cc3ccc(OC)cc3)oc2c1,9%&-3%,2%,-10%&-3%,0&16,142%&34%[activator],-7%,15%&-20%,-1%&1%,-14%&2%
Cc1cccc2cc(/C=N/NC(=O)[C@H]3C[C@@H]3c3ccccc3)c(Cl)nc12,-3%,1%,19%,1,-14%,-19%,-23%,-3%,-10%
Cc1ccccc1-c1nc(N(C)C)c2ccccc2n1,2%,0%,.,.,.,1%[60.1 µM],.,-1%,.
COCCCC1CCN(C(=O)CCc2nnc(CCCCc3ccccc3)o2)CC1,-2%,-4%,-23%,0,1%,-6%,33%,-5%,-3%
COc1ccc(NC(=O)c2cnc(SCC(=O)NCCc3ccccc3)n(C)c2=O)cc1,-2%,3%,.,-5,28%,-10%,.,.,-3%
Cc1nc(NC(=O)c2ccc(Cl)cc2)sc1-c1csc(Nc2cccc(F)c2)n1,.,20%,3%,.,.,.,1%,-8%,.
COc1ccccc1N(CC(=O)NCc1ccc(F)cc1)C(=O)CCC(=O)Nc1nccs1,-5%,-11%[12.4 µM],8%,-4,21%,-13%,18%,2%,6%
CN(CC(=O)NC1CCN(Cc2ccccc2)CC1)S(=O)(=O)c1ccc(Br)s1,2%,-17%,28%,-5,138%[activator],-11%,29%,2%,-3%
Cc1ccc(NC(=O)C2CCCN(S(=O)(=O)c3c(C)noc3C)C2)nc1 (stereo not given),-3%,-2%,-9%,0,16%,1%,4%,-1%,7%
O=C(O)/C=C/c1ccc([N+](=O)[O-])o1,5%,?,-13%,0,25µM*,?,?,-6%,20µM*
Oc1c(C(c2ccc(F)cc2)N2CCOCC2)sc2nc(-c3ccco3)nn12 (stereo not given),-4%,.,-3%,5,0%,-2%[60.1 µM],22%,-3%,7%
COc1ccc(CNS(=O)(=O)CCNC(=O)c2ccc3c(c2)OCO3)cc1,0%,-2%,.,-5,5%,-10%,.,.,3%
COC(=O)CC/C(O)=C1\C(=O)CC(C)(C)CC1=NCc1nc2ccccc2[nH]1,-4%,-1%,-8%,-6,141%[activator],-1%,27%,-2%,-19%
Cc1cccc(C)c1N(CC(=O)Nc1cccc(N(C)S(C)(=O)=O)c1)S(C)(=O)=O,-1%,-2%,-11%,11,-10%,-9%,39%[activator],0%,-8%
COc1ccc(NS(=O)(=O)c2cc(NC(=O)/C=C/c3cccs3)ccc2N2CCOCC2)cc1,-5%,-8%,-6%,-2,4%,-7%,3%,-2%,-29%
O=C(O)c1ccc(-n2c(-c3ccccc3)n[nH]c2=S)cc1,1%,-2%,-2%,1,1%,-8%,6%,0%,0%
CCc1ccccc1NC(=S)N(Cc1ccco1)C(C)c1cccs1 (stereo not given),-1%,-1%,-11%,-2,8%,2%,12%,-11%,-28%
CCS(=O)(=O)NCCc1csc(-c2ccc(OC)c(OC)c2)n1,1%,10%,-1%,-2,4%,10%,29%,-2%,-12%
Cc1ccc2c(c1)C1CN(C)CCC1N2C(=O)c1cccc(S(=O)(=O)N2CC(C)CC(C)C2)c1 (stereo not given),0%,13%,-17%,-1,138%[activator],-6%,-2%,-4%,2%
N#C/C(=C\c1ccc(-c2cccc(C(F)(F)F)c2)o1)C(=O)Nn1cnnc1,-4%,-3%,-3%,1,-12%,-4%,7%,1%,-16%
CC(=O)Nc1ccc(C(=O)N/N=C/c2ccncc2)cc1,2%,21%,0%,-10,47%[activator],2%,-1%,-1%,5%
O=C(Cn1cnc2ccccc2c1=O)N1CCN(S(=O)(=O)c2ccc(F)cc2)CC1,-5%,-20%,.,1,20%,1%,.,.,2%
CCOC(=O)c1c(NC(=O)COc2ccccc2OCC)sc2c1CC(C)(C)NC2(C)C,-10%,-18%,.,-6,6%,-21%,.,.,-9%
CCCC(c1nnnn1C1CCCC1)N1CCN(c2ccccc2F)CC1 (stereo not given),-7%,-3%,-21%,-3,-18%,-5%,15%,-1%,-14%
COc1ccc(C2(C(=O)NCCCN(C)C)CCOCC2)cc1,-1%,-4%,6%,-12,17%,-13%,?,3%,-14%
Cc1cccc(C(=O)NNC(=O)/C=C/C(=O)O)c1,7%,6%,-9%,-2,-13%,2%,1%,-12%,-8%
O=C(COC(=O)C1CSC2(c3ccc(F)cc3)CCC(=O)N12)NC(=O)NC1CCCC1 (stereo not given),0%,0%,-15%,-10,113%[activator],-8%,1%,-3%,-20%
OCC[n+]1ccc(/C=C/c2c[nH]c3ccccc23)cc1,0%,10%,109%[activator],23,31%[activator],-8%,15%,-5%,-24%
O=C(COC(=O)c1ccc(F)cc1F)Nc1cccnc1Cl,0%,13%,.,2,1%,0%,.,.,-5%
CCCOc1ccc(Cc2c(O)nc(SC)[nH]c2=O)cc1C,-2%,-3%,?,-7,-9%,1%,-3%,-5%,-7%
O=[N+]([O-])c1ccc(Nc2nc(NCCN3CCOCC3)nc(Nc3ccc(I)cc3)n2)cc1,-5%,.,.,6,5%,-20%,.,.,.
O=P(COCCCCCOCP(=O)(c1ccccc1)c1ccccc1)(c1ccccc1)c1ccccc1,1%,2%,-12%,0,-18%,13%,-13%,-2%,-9%
O=[N+]([O-])c1cccc(-c2csc(CS(=O)(=O)Cc3ccco3)n2)c1,4%,-3%,-2%,3,39%[activator],-11%,19%,-7%,-8%

# Record cards, as listed above. Values in the order: Glioma ERSR ind, APE1 inh, Apoferritin bind, LDHA block, Pol iota inh, Pol kappa inh, Pol beta inh, BLM helicase inh, POLH inh
# Cc1cccc(C(=O)NNC(=O)/C=C/C(=O)O)c1 is entered as 7%, 6%, -9%, -2, -13%, 2%, 1%, -12%, -8%
# O=P(COCCCCCOCP(=O)(c1ccccc1)c1ccccc1)(c1ccccc1)c1ccccc1 is entered as 1%, 2%, -12%, 0, -18%, 13%, -13%, -2%, -9%
# O=C(COC(=O)c1ccc(F)cc1F)Nc1cccnc1Cl is entered as 0%, 13%, ., 2, 1%, 0%, ., ., -5%
# O=C(COC(=O)C1CSC2(c3ccc(F)cc3)CCC(=O)N12)NC(=O)NC1CCCC1 (stereo not given) is entered as 0%, 0%, -15%, -10, 113%[activator], -8%, 1%, -3%, -20%
# Cc1cccc(C)c1N(CC(=O)Nc1cccc(N(C)S(C)(=O)=O)c1)S(C)(=O)=O is entered as -1%, -2%, -11%, 11, -10%, -9%, 39%[activator], 0%, -8%

# Remaining list, next part
SMILES,Glioma ERSR ind,APE1 inh,Apoferritin bind,LDHA block,Pol iota inh,Pol kappa inh,Pol beta inh,BLM helicase inh,POLH inh
Cc1ccccc1SC1CCN(Cc2nc(C3CC3)no2)CC1,4%,0%,-9%,-3,70%[activator],4%,0%,-9%,-19%
O=C(OCC1CCNCC1)c1ccc(F)cc1,-1%,.,.,-1,7%,-6%,.,.,-11%
CCSc1cc(C2C(C(=O)OC)=C(C)NC3=C2C(=O)CCC3)c(C)o1 (stereo not given),-2%,0%,-11%,6,-19%,-5%,-18%,1%,1%
Cc1cc(/C=N/NC(=O)C(=O)N2CCCC2)c(C)n1-c1cccc(Br)c1,6%,-5%,-16%,2,0%,-5%,0%,-3%,-18%
COc1ccc(C2=Nn3c(nnc3-c3ccccn3)SC2)cc1,-3%,18%,-13%,0,23%,-5%,16%,4%,-9%
COc1cc(OC)c(C2Nc3ccccc3NC3=C2C(=O)CC(C)(C)C3)cc1OC (stereo not given),-3%,5%,-12%,7,0%,2%,-16%,-4%,-4%
Cc1ccc(NC(=O)/C=C\C(=O)N(c2ccc(C(C)C)cc2)C(C(=O)NCc2ccco2)c2ccc(Cl)cc2)cc1 (stereo not given),-1%,.,-19%,-1,3%,-16%[60.1 µM],1%,-14%,-18%
O=c1ccc2cc3ccoc3cc2o1,4%&1%,8%&-6%,-6%,-4,21%,12%,7%,-1%&-6%,-23%
Cc1ccc(C(=O)N(Cc2ccco2)Cc2sccc2C)cc1,-3%,.,-5%,-2,6%,-4%,4%,-4%,-24%
CC(C)C(=O)NC(Nc1cccc([N+](=O)[O-])c1)C(Cl)(Cl)Cl (stereo not given),-5%,2%,?,-3,4%,-9%,-18%,0%,-3%
COc1cc(S(=O)(=O)N2CCN(c3ccccc3)CC2)ccc1Cl,-3%,-6%,-12%,-3,13%,-17%,1%,-6%,-5%
Cc1cc(C)cc(OCC(=O)Nc2ccc(S(=O)(=O)Nc3ccccn3)cc2)c1,-3%,-5%,-20%,-4,53%[activator],-4%,?,1%,-15%

# A portion of the library; the hit share may differ from the screen's.
